Assay outcomes from PubChem BioAssay.
TrxR1 substrate = is turned over as a substrate by rat TrxR1; Potency, µM (titrated, usually from 114 µM), without a hit: at the top dose activity change, negative = substrate turnover; purified TrxR1 substrate turnover, NADPH consumption readout; AID 588456; hit rate 0.01% among 390,000; O89049; also: potency is read from the fitted curve at half-maximal effect; % is scaled to controls: 0 for no effect and ±100 for the full control effect; nearly all actives have a fitted effect of over 50% in size
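Rat TrxR1, dispensed at 90 nM, was prereduced with 400 uM NADPH (final) for 5 min at ~22 deg C, then incubated with compound 15 min before 400 uM selenite. A first-read NADPH fluorescence drop versus no-compound background flagged substrates.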
GRP78 ERSR act = ER stress response induction in glioma; AID 602332; hit rate 0.02% among 420,000; U87-MG GRP78 promoter luciferase reporter, 16 h; Potency, µM, inactives show at the top dose activation, actives largely listed as activators; also: potency is read from the fitted curve at half-maximal effect; series mostly up to about 76 µM; % of control where 0% means no effect; nearly all actives have a fitted effect of over 35% in size
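Stably transfected U87-MG glioma cells carrying a GRP78-based luciferase sensor; 16 h compound incubation. Luminescence end-point read 10 min after Bright-Glo addition at room temperature.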
USP1-UAF1 inh = inhibitors of human USP1/UAF1 deubiquitinase | recombinant USP1/UAF1, Ub-Rhodamine cleavage fluorescence | O94782 | hit rate 0.23% among 390,000 | Potency, µM (titrated, usually from 57.1 µM), inactives show at the highest dose activity change, negative = inhibition, most hits filed as inhibitors | AID 743255; also: potency is read from the fitted curve at half-maximal effect; % is scaled to controls: 0 for no effect and ±100 for the full control effect; nearly all actives have a fitted effect of over 60% in size; inactives centre near -12
Target sequence (O94782 whole entry, looked up): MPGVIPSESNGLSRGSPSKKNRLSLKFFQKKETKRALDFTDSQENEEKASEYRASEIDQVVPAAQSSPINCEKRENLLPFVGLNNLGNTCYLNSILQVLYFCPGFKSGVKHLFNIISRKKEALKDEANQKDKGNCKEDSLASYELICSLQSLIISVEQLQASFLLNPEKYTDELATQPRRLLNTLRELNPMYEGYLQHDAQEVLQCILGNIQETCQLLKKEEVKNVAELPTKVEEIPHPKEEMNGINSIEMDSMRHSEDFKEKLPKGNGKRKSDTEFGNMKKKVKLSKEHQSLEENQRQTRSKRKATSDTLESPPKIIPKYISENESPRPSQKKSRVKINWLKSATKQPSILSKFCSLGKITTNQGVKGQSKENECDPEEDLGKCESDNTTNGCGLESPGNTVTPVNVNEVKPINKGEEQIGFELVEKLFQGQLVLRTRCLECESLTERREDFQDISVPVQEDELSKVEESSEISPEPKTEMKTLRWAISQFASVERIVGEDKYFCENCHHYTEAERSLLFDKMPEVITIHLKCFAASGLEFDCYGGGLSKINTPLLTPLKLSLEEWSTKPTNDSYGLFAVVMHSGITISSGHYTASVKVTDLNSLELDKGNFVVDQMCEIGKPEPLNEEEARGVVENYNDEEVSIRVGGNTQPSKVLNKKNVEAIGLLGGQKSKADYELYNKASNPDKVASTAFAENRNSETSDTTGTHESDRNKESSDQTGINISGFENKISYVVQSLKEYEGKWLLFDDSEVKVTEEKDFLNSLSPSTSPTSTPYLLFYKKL
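High-throughput fluorogenic screen: 1nM USP1/UAF1 complex, Ub-Rho substrate 150nM final, 50mM HEPES pH 7.8 with 0.5mM EDTA, 0.1 mg/ml BSA, 1mM TCEP and 0.01% Tween-20.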
Vif-A3F inh = inhibitors of Vif-A3F interaction. HeLa A3F-eYFP + Vif (tagged APOBEC3F with the HIV-1 protein that degrades it), YFP fluorescence increase. Potency, µM (top dose mostly 46.1 µM), inactives show top-dose activity, negative = active. hit rate 0.2% among 390,000; also: potency is read from the fitted curve at half-maximal effect; % of control where 0% means no effect; nearly all actives have a fitted effect of over 65% in size
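Fluorescence increase (Ex 488/Em 500-530) after overnight compound treatment at 37 deg C flags inhibition of Vif-driven A3F-eYFP loss in stable HeLa A3F-eYFP/Vif cells seeded overnight beforehand.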
rTrxR1 inhibitor = inhibitors of rat thioredoxin reductase 1; O89049; recombinant rTrxR1, NADPH fluorescence consumption, selenite substrate; Potency, µM (highest dose often 114 µM), inactives show at the highest dose activity change, negative = inhibition, most hits filed as inhibitors; hit rate 1% among 390,000; AID 588453; also: potency is read from the fitted curve at half-maximal effect; % is scaled to controls: 0 for no effect and ±100 for the full control effect; nearly all actives have a fitted effect of over 65% in size
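Rat TrxR1 (90 nM in the dispensed reagent) was pre-reduced with 400 uM NADPH for 5 min at room temperature, then incubated with compound for 15 min. After 400 uM selenite was added, NADPH fluorescence (Ex 340/Em 450 nm) was followed for 8 min.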
Vif-A3G inh = inhibitors of Vif-APOBEC3G interaction. AID 602310. hit rate 0.076% among 410,000. HeLa A3G-eYFP + Vif (tagged APOBEC3G with the HIV-1 protein that degrades it), YFP fluorescence, overnight. Potency, µM (highest dose often 46.1 µM), for inactives: top-dose activity, negative = active, usual class: inhibitors. Q9HC16;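 also: potency is read from the fitted curve at half-maximal effect; % is scaled to controls: 0 for no effect and ±100 for the full control effect; nearly all actives have a fitted effect of over 60% in size; hits raise eYFP signal because A3G escapes Vif-driven loss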
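HeLa cells stably expressing Vif and C-terminally eYFP-tagged A3G, seeded overnight at 37 deg C, then exposed to compound by pintool overnight at 37 deg C. Rise in yellow fluorescence (Ex 488/Em 500-530, Acumen) marks blocked Vif-driven A3G degradation.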
LDHA inh = inhibitors of human lactate dehydrogenase A. purified LDHA, NADH/diaphorase-resazurin fluorescence; active compounds read low. hit rate 0.15% among 480,000. activity change, % (values are at about 110 or 230 µM); in the data active = activity change below about -30%; inconclusive = mostly about -25% to -30%;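 also: plate controls were DMSO wells for no effect and wells without enzyme for full effect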
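Human LDH5 (2 nM) was incubated with 0.06 mM NADH and 0.2 mM pyruvate for 5 min at room temperature in Tris pH 7.4. Remaining NADH was coupled through diaphorase/resazurin, and resorufin fluorescence was read at 0 and 20 min.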
RGS4 inh = blocks human RGS4-accelerated GTP hydrolysis; P49798; Transcreener GDP fluorescence polarization, RGS4-accelerated GTP hydrolysis; Potency, µM (highest dose often 114 µM), inactives show at the highest dose activity change, negative = inhibition, actives largely listed as inhibitors; hit rate 0.039% among 390,000; also: potency is read from the fitted curve at half-maximal effect; % is scaled to controls: 0 for no effect and ±100 for the full control effect; nearly all actives have a fitted effect of over 75% in size; some results filed as inactive show a strong effect at the top dose
Target sequence (P49798 whole entry, looked up): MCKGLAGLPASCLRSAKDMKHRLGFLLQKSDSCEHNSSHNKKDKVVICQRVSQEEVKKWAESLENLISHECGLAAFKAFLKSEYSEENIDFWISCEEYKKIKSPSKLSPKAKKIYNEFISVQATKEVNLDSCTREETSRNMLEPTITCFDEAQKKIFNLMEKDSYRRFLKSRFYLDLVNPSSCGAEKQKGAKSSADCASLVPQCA
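MLSMR compounds (23 nl, pin-transferred) preincubated 10 min at room temperature with a 500nM (2x) first reagent, then RGS4 at 900nM (2x) plus Transcreener GDP mix added; fluorescence polarization (620/688 nm) read before and after 90 min at 30 °C.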
IDH1 R132H inh = blocks human mutant IDH1 R132H enzyme. AID 602179. hit rate 0.093% among 390,000. IDH1-R132H enzyme, NADPH consumption, diaphorase/resazurin fluorescence. O75874. Potency, µM (highest dose often 76.6 µM), inactives show at the top dose activity change, negative = inhibition, hits mostly inhibitors; also: potency is read from the fitted curve at half-maximal effect; % is scaled to controls: 0 for no effect and ±100 for the full control effect; nearly all actives have a fitted effect of over 65% in size
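IDH1-R132H (0.5 ug/mL) preincubated 30 min with compound, then NADPH (0.016 mM) and alpha-KG (2 mM) added; 80 min at RT, pH 7.5. Remaining NADPH coupled via diaphorase/resazurin to fluorescence (540/590 nm); concentration-response curves normalized to no-enzyme control.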
The depositor's hits bear a star; ? = inconclusive; nt = not tested or not shown; [ ] = dose if it differs, or a comment. Unless noted, calls follow the shape of the dose curve; as a rule, active = well fitted curve in the direction sought with a large enough effect; inconclusive = small, poorly fitted or top-dose-only effect, or another doubt; inactive = no such curve, though single readings can be large; an effect the other way counts as inactive or inconclusive. This is a subset. The share of hits here may be higher or lower than overall.

SMILES	TrxR1 substrate	GRP78 ERSR act	USP1-UAF1 inh	Vif-A3F inh	rTrxR1 inhibitor	Vif-A3G inh	LDHA inh	RGS4 inh	IDH1 R132H inh
COc1ccc2c(CC(=O)NC(Cc3ccc(Cl)cc3)C(=O)O)cc(=O)oc2c1C (stereo not given)	205%[activator]	-3%	-15%	-2%	-15%	2%	-11	5%	7%
CC(C)NC(=O)c1ccccc1-c1nc(-c2ccccc2Cl)no1	-6%[57.1 µM]	4%	-21%	4%	20%[57.1 µM]	-5%	-3	-34%	13%
Cc1ccc(NC(=O)c2oc3ccc(S(=O)(=O)N4CCCCC4)cc3c2C)cc1C	3%[57.1 µM]	-4%	1%	4%	17%[57.1 µM]	2%	-1	14%	-10%
Cn1[nH]c(=O)c2ccccc2c1=O	-1%	-1%	-4%	0%	6%	2%	1	-2%	-3%
O=C(NNS(=O)(=O)c1ccc(F)cc1)C1CCN(S(=O)(=O)c2ccccc2)CC1	7%[57.1 µM]	-7%	?	-28%	20%[57.1 µM]	-2%	-6	17%	6%
CCN1c2ccccc2-c2nc(SCC(=O)Nc3c(C)cc(C)cc3C)ncc2S1(=O)=O	12%[57.1 µM]	-2%	-26%	1%	28%[57.1 µM]	?	-7	-12%	-4%
Cc1sc2c(c1C)c(=O)n(CCc1ccccc1)c(=O)n2Cc1ccc(C(C)(C)C)cc1	8%	nt	-4%	nt	37%	nt	-1	-11%	nt
O=C(CN1CCOCC1)N/N=C/c1ccc(-c2ccc(Br)cc2)o1	-3%	6%	-15%	7%	8%[57.1 µM]	-3%	-13	-20%	-3%
COc1ccc(NC(=O)Nc2cccc3c2O[C@H](CN(C)C(=O)Nc2ccccc2)[C@@H](C)CN([C@H](C)CO)C3=O)cc1	-2%	0%	-23%	6%	8%	1%	0	10%	-12%
Cc1cccc(OCCn2ccnc2)c1	3%	5%	-6%	-5%	2%	2%	-1	2%	-4%
Cn1c(N)c(C(=O)CSc2nnc(C3CC3)n2Cc2ccccc2)c(=O)[nH]c1=O	5%	-5%	-20%	1%	7%	2%	1	-36%	0%
CC(C)(C)C(=O)Nc1cccc(-c2nnc(-c3cccc(NC(=O)C(C)(C)C)c3)o2)c1	18%	-5%	-14%	-1%	27%	0%	-1	-6%	4%
CCOC(=O)c1c(-c2ccc(OC)cc2)nc2nonc2c1N	1%	-4%	-6%	-1%	6%	-10%	-13	-11%	2%
CCOC(=O)N1CCN(Cc2nc3c(c(=O)[nH]c(=O)n3C)n2Cc2ccccc2C)CC1	-2%	-2%	-6%	-4%	11%	0%	-1	18%	14%
Cc1noc(C)c1C(=O)Nc1nc2ccc(S(C)(=O)=O)cc2s1	-6%	-5%	-16%	-7%	-2%	2%	-16	3%	6%
CC1=C(C(=O)OCC(C)C)C(c2ccccc2Cl)NC(=O)N1C (stereo not given)	4%	-2%	-22%	0%	-1%	-5%	1	-17%	0%
COc1ccc(C(=O)N(C)Cc2cnn(Cc3ccccc3)c2)cc1S(=O)(=O)N1CCOCC1	2%	-4%	-21%	-4%	14%	?	0	16%	-7%
CCOc1ccc(N2CC(NC(=O)C3CC3)CC2=O)cc1 (stereo not given)	1%[57.1 µM]	-1%	-25%	-6%	16%[57.1 µM]	2%	-10	20%	0%
COc1ccc(C(=O)OCC[N+]2(C)CCOCC2)cc1	0%	0%	-17%	4%	30%	-4%	-12	?	2%
COc1ccc(N2C(=O)NC3CC2(C)Oc2ccc(Cl)cc23)cc1OC (stereo not given)	-3%	-6%	-13%	-4%	-5%	?	-1	-18%	1%
Cc1nnc(SCC(=O)Nc2nccs2)n(N)c1=O	-6%	-4%	-9%	1%	13%[57.1 µM]	1%	-3	11%	6%
COc1ccc(Cn2nnc3c(=O)[nH]c(C4CCCN(C(=O)c5ccccc5Cl)C4)nc32)cc1OC (stereo not given)	1%	nt	?	nt	3%	nt	3	-15%	nt
CCOC(=O)c1cccc(NC(=O)CCOc2ccccc2)c1	-5%	0%	-4%	-3%	6%[57.1 µM]	0%	2	-15%	1%
COc1ccc(CCNC(=O)CCC(=O)Nc2ccc3nc(N4CCN(C)CC4)cc(C)c3c2)cc1OC	12%	0%	-4%	-3%	21%	1%	0	-12%	2%
COc1ccc(NC(=O)COC(=O)c2ccc(Cl)c(S(N)(=O)=O)c2)c([N+](=O)[O-])c1	-1%	-3%	12%	1%	3%	-3%	-3	9%	-2%
O=C(NCCCN1CCCCCC1)C1CC(=O)N(C2CCCC2)C1 (stereo not given)	8%	-2%	-4%	-15%	-21%	-4%	0	11%	-5%
Nc1cc(C(=O)O)ccc1Nc1ccccc1	121%[activator]	-4%	-6%	-2%	-2%[0.457 µM]	-8%	0	0%	0%
O=c1/c(=C/c2ccco2)sc2n1CN(c1ccccc1)CN=2	-22%	-1%	-8%	-1%	-50%	-3%	4	-24%	4%
COCCCNC(=O)CN(CCc1ccccc1)S(=O)(=O)c1ccc(C)cc1	10%[57.1 µM]	-2%	-10%	3%	13%[57.1 µM]	-3%	-8	30%	0%
Cc1ccc(C)c(N2CCN(C(=O)CCc3nc4ccccc4[nH]3)CC2)c1	-3%[57.1 µM]	-1%	-4%	-16%	8%[57.1 µM]	-4%	-10	-3%	0%
Cc1ccc(S(=O)(=O)N2[C@@H](c3ccc(Cl)cc3)C(C(=O)O)=C[C@H]2C(C)(C)C)cc1	-1%	1%	-26%	-4%	1%	0%	-1	-9%	-5%
Cc1cc(C)cc(OCC(=O)O/N=C(\N)Cc2ccc([N+](=O)[O-])cc2)c1	7%[57.1 µM]	-8%	?	-11%	27%[57.1 µM]	-2%	-7	-7%	-1%
O=C(OCCCOC(=O)c1ccc(Br)o1)c1ccc(Br)o1	-3%	0%	-7%	10%	7%	0%	-3	-14%	2%
CC(=O)Nc1nnc(SCC(=O)Nc2nc(C)cs2)s1	-2%	-4%	-7%	-17%	1%	2%	-11	-3%	3%
Cc1c(Cl)ccc2c1NC(=O)[C@]21N[C@@H](Cc2ccccc2)[C@H]2C(=O)N(c3ccc(F)cc3)C(=O)[C@H]21	-8%	-4%	-24%	-23%	-3%	-7%	-7	38%	1%
Cc1cccc(OCC(=O)N(C)CC(=O)Nc2cccc(F)c2)c1C	2%	-1%	-22%	-4%	15%	-1%	-13	12%	-1%
O=C(Nc1cccc(S(=O)(=O)N2CCCCC2)c1)C1CC(=O)N(Cc2ccccc2)C1 (stereo not given)	6%	6%	-24%	-1%	28%	-10%	-3	2%	-5%
O=C(Nc1ccccc1C(F)(F)F)C(O)(c1ccccc1)C1CCCCC1 (stereo not given)	-2%[57.1 µM]	-3%	1%	2%	22%[57.1 µM]	2%	-2	-40%	5%
COc1ccc(C(=O)NC(=S)NCc2ccco2)cc1OC	-9%	-2%	-8%	6%	-34%	-1%	-2	-38%	10%
O=C(NCc1ccccc1)C(c1cccnc1)N(C(=O)c1csnn1)c1ccc(F)cc1 (stereo not given)	1%	-3%	?	-2%	12%	0%	-5	-6%	0%
CC(=O)OCCSc1c(-c2ccccc2)c2cc(Cl)ccc2[nH]c1=O	-14%	-5%	2%	-10%	-16%	1%	-1	13%	4%
O=C(NCc1ccc(F)cc1)c1ccc(S(=O)(=O)N2CCCCC2)cc1	4%	-3%	-16%	-11%	13%	2%	-9	0%	-2%
CCOc1ccccc1NC(=O)c1ccc2c(c1)CCN2S(=O)(=O)c1ccc(C)cc1	-1%	-1%	-17%	4%	18%	-1%	-4	-2%	25%
CC1=C(C(=O)Nc2ccc(Cl)cc2)C(c2ccncc2)C(C#N)=C(SCC(N)=O)N1 (stereo not given)	-9%	-3%	-2%	9%	-14%	-3%	-7	-4%	17%
CC(C)(C)OC(=O)N(Cc1ccccc1)Cc1cccc(OCc2cccc(NC(=O)c3ccccc3)c2)c1	-7%	4%	-29%	-1%	10%	-2%	2	-24%	7%
Cc1ccc(NC(=O)CN2C(=O)C(C)(C)c3ccccc32)cc1	5%[57.1 µM]	-3%	-6%	5%	24%[57.1 µM]	2%	-7	-2%	0%
Cc1ccc(NC(=O)C2OCCc3ccccc32)cc1C (stereo not given)	1%[57.1 µM]	3%	-4%	-11%	24%[57.1 µM]	-5%	-8	-8%	3%
CCCCNC(=O)Nc1nnc(-c2ccc(Cl)cc2)o1	-7%	-2%	-7%	3%	1%	2%	-3	-10%	3%
COc1cccc(CNC(=O)C2CCN(c3nnc(-n4c(C)ccc4C)s3)CC2)c1OC	0%	nt	-20%	nt	-16%	nt	2	-29%	nt
CCC(Sc1nc2ccc(N)cc2s1)C(=O)Nc1nccs1 (stereo not given)	-4%	-1%	-21%	1%	-18%	0%	0	-33%	4%
CC(=O)Nc1ccc(NC(=O)CSc2ccc3nnc(-c4ccccn4)n3n2)cc1	5%	-4%	-25%	-4%	17%	1%	0	8%	-7%
